CHO parental Ca = ATP-evoked calcium signal inhibitors, parental CHO, primary screen, counter-screen for OX1R antagonist project, cell-based, fluorescence, Fluo-8 calcium dye. parental CHO-K1, ATP-induced calcium, Fluo-8 fluorescence. inhibition, % at 5.6 µM. 330,000 compounds, 0.63% hits. AID 463079, 2010;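 active = inhibition above that plate's mean sample inhibition plus 3 SD, cut at about 26% in these data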;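 note: 0% = ATP-challenged DMSO wells and 100% = DMSO wells without ATP; some compounds past the cut are filed as inactive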
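Assay system: parental CHO cells; Read-out basis: percent inhibition of ATP-evoked calcium rise, normalized to controls; Benchmarks: ATP and no-ATP DMSO wells; Compound dosing: single nominal dose of 5.6 µM per compound; Signal: Fluo-8 calcium dye fluorescence; Also added: ATP as calcium-mobilizing challenge; Repeats: singlicate.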
M1 ag parental = counter-screen for M1 agonists: effect in parental CHO-K1 cells. activation, % at 3 µM. 360,000 compounds, 0.48% hits. Fluo-8 calcium fluorescence; scaled to maximal ATP response, vehicle zero; in the data active = activation above about 15%;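 note: untransfected CHO-K1 host cells lacking M1 receptor as counterscreen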
CHRM4 agonist = human M4 muscarinic receptor agonists, primary screen, CHO-K1 cells, Fluo-8 calcium fluorescence | 360,000 compounds, 0.14% hits | Muscarinic acetylcholine receptor M4 (Homo sapiens), P08173 | CHO-K1 hM4/Gqi5; vehicle 0%, full acetylcholine response 100% | activation, % at 3 µM;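 active = activation above the run mean over all test wells plus 3 SD, cut at about 32% in these data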;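 note: peak over basal fluorescence ratio per well then scaled between controls; 0% = DMSO wells and 100% = acetylcholine at EC100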
Target sequence (P08173 whole entry, looked up): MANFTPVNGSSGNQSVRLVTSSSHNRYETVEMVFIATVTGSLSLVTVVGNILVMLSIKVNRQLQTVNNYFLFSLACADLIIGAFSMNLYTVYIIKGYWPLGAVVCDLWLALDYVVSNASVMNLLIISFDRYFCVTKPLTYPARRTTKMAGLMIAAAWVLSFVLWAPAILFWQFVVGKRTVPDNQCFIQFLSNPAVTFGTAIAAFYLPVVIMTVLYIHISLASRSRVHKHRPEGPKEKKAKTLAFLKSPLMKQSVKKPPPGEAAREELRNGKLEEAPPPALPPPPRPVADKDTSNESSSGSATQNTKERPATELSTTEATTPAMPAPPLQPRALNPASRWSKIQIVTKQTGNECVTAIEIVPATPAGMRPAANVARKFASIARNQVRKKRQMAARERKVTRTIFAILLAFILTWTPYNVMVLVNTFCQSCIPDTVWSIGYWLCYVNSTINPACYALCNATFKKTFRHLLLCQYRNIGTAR
CHO-K1 Ca antag = counter-screen for M1 antagonists: effect in parental CHO-K1 cells; 360,000 compounds, 0.6% hits; ATP-induced calcium, Fluo-8 fluorescence; inhibition, % at 3 µM;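 active = inhibition above a per-plate cutoff, the plate's mean sample inhibition plus 3 SD, cut at about 24% in these data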;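 note: 0% = DMSO plus EC80 ATP and 100% = DMSO alone without ATP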
CHRM1 agonist = human M1 muscarinic receptor agonists, primary screen, Fluo-8 calcium fluorescence, CHO-K1 cells, HTS; Muscarinic acetylcholine receptor M1 (Homo sapiens), P11229; CHO-K1 hM1, agonist mode; 0% DMSO, 100% acetylcholine EC100; activation, % at 3 µM; 360,000 compounds, 0.33% hits;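 active = activation above the run's mean compound activation plus 3 SD, cut at about 16% in these data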;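 note: peak over basal fluorescence ratio within a 140 s kinetic read after compound addition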
M4 antag = human M4 muscarinic receptor antagonists, primary screen, CHO cells, Fluo-8 calcium fluorescence | Muscarinic acetylcholine receptor M4 (Homo sapiens), P08173 | CHO-hM4 cells, ACh EC80 | inhibition, % at 3 µM | 360,000 compounds, 0.73% hits;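 active = inhibition above its plate's cutoff, the mean inhibition of sample wells plus 3 SD, cut at about 27% in these data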;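 note: 0% = acetylcholine EC80 with DMSO and 100% = DMSO without agonist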
OXTR potentiate = human OXTR potentiators, primary screen, fluorescence, CHO-OTR cells, Fluo-8 calcium | AID 2445, 2010 | activation, % at 3 µM | Oxytocin receptor (Homo sapiens), P30559 | 320,000 compounds, 0.061% hits | Fluo-8 calcium fluorescence, potentiator mode; 0% = oxytocin EC15, 100% = EC100;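 active = activation above that plate's cutoff, the mean activation of tested compounds plus 3 SD, cut at about 6.6% in these data, passing the limit was not always enough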;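 note: 100% uses oxytocin at 75 nM as the full agonist control; some results filed as inactive read as strong as hits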
Target sequence (P30559 whole entry, looked up): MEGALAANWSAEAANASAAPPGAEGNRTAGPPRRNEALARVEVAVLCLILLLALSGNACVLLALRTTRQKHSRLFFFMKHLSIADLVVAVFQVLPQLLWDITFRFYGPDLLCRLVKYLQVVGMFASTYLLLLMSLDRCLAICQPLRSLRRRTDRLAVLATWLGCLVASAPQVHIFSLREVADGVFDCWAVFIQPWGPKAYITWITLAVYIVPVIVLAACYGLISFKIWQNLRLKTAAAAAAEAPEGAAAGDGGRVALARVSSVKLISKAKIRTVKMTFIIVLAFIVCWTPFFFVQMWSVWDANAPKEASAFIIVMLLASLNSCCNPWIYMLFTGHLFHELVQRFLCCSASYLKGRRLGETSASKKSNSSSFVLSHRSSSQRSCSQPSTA
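assay system = CHO-OTR cells, human receptor | schedule = compound 6 min at room temperature before oxytocin, 100 s read | detection = Fluo-8 intracellular calcium fluorescence, ex 470-495, em 515-575 nm | evaluation = normalized max/min fluorescence ratio, % activation | control set = EC15 oxytocin alone as 0%, 75 nM oxytocin (EC100) as 100%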
CHRM1 PAM = human M1 muscarinic receptor positive allosteric modulators, primary screen, CHO-K1 cells, Fluo-8 calcium fluorescence, 1536-well. AID 588819, 2011. 360,000 compounds, 0.088% hits. activation, % at 3 µM. CHO-K1 hM1, ACh EC20; 0% = ACh EC20, 100% = maximal ACh; in the data active = activation above about 19%, passing the limit was not always enough
M1 antag = human M1 muscarinic receptor antagonists, primary screen, CHO-K1 cells, Fluo-8 calcium fluorescence, 1536-well; Muscarinic acetylcholine receptor M1 (Homo sapiens), P11229; CHO-K1 hM1, ACh EC80 antagonist; inhibition, % at 3 µM; 360,000 compounds, 1.3% hits; AID 588852, 2011;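 active = percent inhibition above its own plate's cutoff, namely the mean of that plate's compound wells plus 3 SD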;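 note: peak over basal fluorescence ratio during 140 s after agonist addition; 0% = ACh EC80 plus DMSO and 100% = DMSO alone without agonist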
Numbers without * were called inactive; nt = no result given.

Structure,CHO parental Ca,M1 ag parental,CHRM4 agonist,CHO-K1 Ca antag,CHRM1 agonist,M4 antag,OXTR potentiate,CHRM1 PAM,M1 antag
COC(=O)c1ccc(-n2nnnc2SCC(=O)NCc2cccc(C(=O)O)c2)cc1,-5,-0.5,1,4,-5,24,-7,5,0
c1coc(-c2nc3nc4ccccc4nc3n2CC2CCCO2)c1 (stereo not given),-13,2.8,9,-2,-3,-9,-10,-3,2
CC1(C)COC(=S)N1CCC#N,nt,0.5,0,-11,-1,-11,nt,9,-20
Cc1ccc(SCC2(O)CCN(C(=O)c3ccc(Cl)cc3)CC2)cc1,-29,3.8,6,-2,-2,7,-15,-1,2
CCC(C)(C)NC(=O)Cc1ccc(F)cc1,-13,0.1,0,-20,-3,-5,-3,6,-3
COc1ccc(-c2nn(-c3ccccc3)cc2CNC[C@H]2O[C@@H](n3cnc4c(=O)[nH]c(N)nc43)[C@H](O)[C@@H]2O)cc1,nt,0.0,0,-15,-5,-7,nt,5,-28
COc1cccc(C(=O)C(=O)c2cccc(OC)c2OC)c1OC,nt,-0.1,0,-1,-2,0,nt,3,-7
Oc1cccc2oc(=S)[nH]c12,nt,0.4,1,-13,0,-1,nt,15,-21
O=C(CCCN1C(=O)c2ccccc2C1=O)N1CCc2ccccc2C1,-11,0.5,1,5,-6,15,-2,10,-7
C#CC(C)(C)NC(=O)c1cnc(-c2ccccc2)nc1-c1ccccc1,-15,4.0,15,-3,-5,-4,-13,-9,2
C=CCN(c1ccc(C(=O)NCCN2CCOCC2)cc1)S(C)(=O)=O,-4,0.7,1,-10,-3,4,8,12,-9
COc1ccccc1-c1nc2cc(Cl)ccc2c(=O)n1O,-5,0.4,1,-7,-3,-5,-5,1,8
CC1(C(=O)NS(=O)(=O)c2cccs2)CCN1C(=O)C1CCCCC1 (stereo not given),nt,-0.1,1,11,-1,-5,nt,12,-8
O=S(=O)(NCc1ccccn1)c1ccccc1,-9,0.3,1,-9,-4,4,0,14,-16
O=C(NCc1ccc(Cl)cc1)NCc1ccc(Cl)cc1,-12,0.0,1,-6,-3,-3,-5,9,-7
Cc1ccc(S(=O)(=O)N2CCN(S(=O)(=O)c3ccc(C)cc3)C2c2ccccc2)cc1,-7,0.7,-1,-10,-4,2,-8,0,1
O=c1oc2ccccc2nc1/C=C(O)/C=C\c1ccccc1,-19,0.3,0,-12,-4,11,-9,9,-9
CN1OC(Cn2cc(C#N)c(=O)n(C)c2=O)CC1c1ccccc1 (stereo not given),6,-0.4,1,10,-2,-6,2,9,3
CN(C)S(=O)(=O)c1cccc(NC(=O)Cc2ccc(Cl)cc2)c1,-6,5.4,9,2,-3,-6,0,1,3
CC1(C)Cc2ccccc2-c2nnc(-c3cccc(O)c3)n21,-2,1.3,4,-8,-1,-14,-8,3,-7
COc1ccccc1CCNS(=O)(=O)c1ccc(C(=O)O)n1C,2,0.5,0,-5,-3,5,-3,10,-15
CCOC(=O)c1ccc(NC(=O)c2ncn3c2C(=O)NC[C@H]3C)cc1,nt,2.1,1,-16,-2,-17,nt,6,-7
C/C(=N\NC(=O)Cc1csc(N2CCOCC2)n1)c1ccc(Cl)c(Cl)c1,-16,3.5,8,-14,-5,3,-25,2,-2
CCOC(=O)N1CCN(c2nc(-c3ccc(F)cc3)cs2)CC1,-13,0.9,0,-8,-3,-7,-13,-1,6
Nc1nnc(C(=O)c2ccccc2N)s1,-5,0.8,2,-13,1,5,2,1,-4

Reprinted from the part before: 4 entries; new compounds follow.
Structure,CHO parental Ca,M1 ag parental,CHRM4 agonist,CHO-K1 Ca antag,CHRM1 agonist,M4 antag,OXTR potentiate,CHRM1 PAM,M1 antag
CCOC(=O)c1ccc(NC(=O)c2ncn3c2C(=O)NC[C@H]3C)cc1,nt,2.1,1,-16,-2,-17,nt,6,-7
C/C(=N\NC(=O)Cc1csc(N2CCOCC2)n1)c1ccc(Cl)c(Cl)c1,-16,3.5,8,-14,-5,3,-25,2,-2
CCOC(=O)N1CCN(c2nc(-c3ccc(F)cc3)cs2)CC1,-13,0.9,0,-8,-3,-7,-13,-1,6
Nc1nnc(C(=O)c2ccccc2N)s1,-5,0.8,2,-13,1,5,2,1,-4
Cc1cccc(N2CCN(C(=O)CCCn3c(=O)c4cccn4c4cccnc43)CC2)c1C,-29,5.6,11,-6,-3,22,-13,-7,23
S=C(NNc1ccc2ccccc2c1)NC1CCCCC1,1,0.0,-2,-1,-7,10,-6,-2,1
COC(=O)CSc1nnc(CNC(=O)Cc2ccccc2)n1C,10,0.0,-1,-12,-3,1,-6,7,-6
COc1cc(C(=O)N2CCC(NC(=O)C(Cc3ccc(C(C)C)cc3)NC(C)=O)CC2)cc(OC)c1OC (stereo not given),-10,-0.1,0,-11,-3,0,0,6,-9
Cc1ccc(NC(=S)NCC2CCCO2)cc1 (stereo not given),-1,0.2,2,-4,4,-3,-6,9,-14
N#Cc1cc2c(=O)n3ccccc3nc2n(-c2ccc(Cl)cc2)c1=O,-9,0.3,0,-6,-2,3,2,1,5
COC(=O)c1ccc(-n2ccnc2)cc1,6,0.9,1,-1,-5,4,-5,12,-1
O=C(NCc1cccs1)C(Cc1ccccc1)n1cccc1 (stereo not given),-23,0.9,2,-14,-10,-22,-1,5,-12
CC1C(=O)N2CCCc3cc(S(=O)(=O)N4CCCCC4)cc1c32 (stereo not given),-1,0.2,-1,5,-4,3,-12,4,-8
CCn1c(SCC(=O)OCC(=O)N2c3ccccc3NC(=O)C2(C)C)nnc1-c1ccco1,-10,1.3,2,-14,-5,-5,1,-1,6
CSc1nc2ccc(S(=O)(=O)N3CCCC3)cc2s1,-3,0.6,1,-8,-9,-7,-6,-2,4
O=C(CSc1nnc(Cc2cccs2)n1C1CCCCC1)N1CCCc2ccccc21,-8,4.9,14,2,-1,0,-9,-11,0
Cc1cc(C(=O)COC(=O)c2ccc(O)cc2)c(C)n1CC1CCCO1 (stereo not given),-16,2.2,4,-11,1,0,-19,4,-1
CCN(C(=O)CSc1nnc(-c2c[nH]c3ccccc23)n1C1CC1)C1CCS(=O)(=O)C1 (stereo not given),-2,0.1,1,-7,-4,12,-2,4,2
Cn1nnnc1SCc1nc2ccccc2s1,1,-0.3,0,1,-6,-9,-1,1,-36
COC(=O)C1CCN(C(=O)COC(=O)CNS(=O)(=O)c2ccc(SC)c([N+](=O)[O-])c2)CC1,-5,0.9,1,9,-4,-8,-7,10,-16
Cc1n[nH]c(C)c1CNCc1c(C(=O)N2CCCCCCC2)nc2ccc(Cl)cn12,-12,0.1,1,-5,-8,-9,0,-2,-3
CCn1nc(NS(=O)(=O)c2ccccc2)c2cc3ccc(C)cc3nc21,-12,0.2,1,-11,-5,-23,-6,6,-5
CCCCN1CC(=O)N2[C@H]3c4ccc(OC)cc4OC[C@@H]3[C@H](c3ccccc3)[C@]2(C)C1=O,-27,0.5,3,-11,-4,1,-3,5,-15
Cc1cc(NC(=O)CCC(=O)N(c2ccc(F)cc2)C(C(=O)NC2CCCC2)c2ccncc2)no1 (stereo not given),-1,-0.1,1,-14,-3,-14,-10,11,-42
C=C1N(CCCCCC(=O)O)C(=O)OC12CCCCC2,-2,-0.1,0,-3,-3,10,1,8,-4
Cn1c(Cl)c(C(=O)Nc2ccccc2)c2ccccc21,-31,3.1,2,3,-2,0,-3,6,-13
Oc1oc(-c2ccccc2Br)nc1C=Nc1ccc(Br)cn1,-11,0.8,1,-19,-8,-3,-7,6,-5
CC(CC(=O)NCc1ccco1)S(=O)(=O)c1ccc2c(c1)CCN2C(=O)C1CC1 (stereo not given),-6,-0.1,1,0,-3,-13,1,9,-4
CC[C@@H]1C(c2ccccc2)=NN(c2ccc(Br)cc2)[C@H]1C(=O)N1CCOC1=O,-20,0.1,-2,-16,-7,5,nt,-7,0

Arranged by molar mass (low to high): some entries from above
Structure,CHO parental Ca,M1 ag parental,CHRM4 agonist,CHO-K1 Ca antag,CHRM1 agonist,M4 antag,OXTR potentiate,CHRM1 PAM,M1 antag
C=C1N(CCCCCC(=O)O)C(=O)OC12CCCCC2,-2,-0.1,0,-3,-3,10,1,8,-4
CCCCN1CC(=O)N2[C@H]3c4ccc(OC)cc4OC[C@@H]3[C@H](c3ccccc3)[C@]2(C)C1=O,-27,0.5,3,-11,-4,1,-3,5,-15
O=C(CSc1nnc(Cc2cccs2)n1C1CCCCC1)N1CCCc2ccccc21,-8,4.9,14,2,-1,0,-9,-11,0

More records follow.
Structure,CHO parental Ca,M1 ag parental,CHRM4 agonist,CHO-K1 Ca antag,CHRM1 agonist,M4 antag,OXTR potentiate,CHRM1 PAM,M1 antag
CCOC(=O)c1c(/N=C/C2=C(O)CC(C)(C)CC2=O)sc(C(C)=O)c1C,-6,0.4,0,-14,-4,3,-4,7,-13
COc1ccc(C(=O)Nc2cc(C)c(NC(=O)c3ccccc3OC)cn2)cc1,-11,2.7,5,-8,-6,4,-8,-6,5
O=c1[nH]c(=S)[nH]c2c1CN(Cc1ccc(F)cc1)CC2,-7,0.1,0,9,-1,-4,1,11,-13
COc1cnc(-c2ccccc2)nc1Sc1ccccc1,-34,-0.2,0,0,-2,-5,6,-7,21
CCc1noc(C)c1C(=O)N1CCCSC1=Nc1ccccc1Cl,-18,-0.7,-1,2,-5,-5,-8,7,-4
CCCc1nc2ccccc2c(=O)n1CC(=O)c1ccc(OC)cc1,-11,-0.2,-1,-9,-3,7,-2,3,0

Some of these compounds in order of their number in CHRM4 agonist, smallest number first.
mol | CHRM4 agonist
COC(=O)CSc1nnc(CNC(=O)Cc2ccccc2)n1C | -1
COc1ccccc1CCNS(=O)(=O)c1ccc(C(=O)O)n1C | 0
Oc1cccc2oc(=S)[nH]c12 | 1
Cc1ccc(SCC2(O)CCN(C(=O)c3ccc(Cl)cc3)CC2)cc1 | 6

Screens: PubChem BioAssay, The Scripps Research Institute Molecular Screening Center
